High-throughput results (PubChem BioAssay)
ER stress death: ER stress cell death inhibition. 0.33% of 48,000 active. CSM14.1 thapsigargin ER stress survival, ATP luminescence. AID 1010. relative survival (cellular ATP), % at 15 µg/mL (by protocol);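 active means survival measured by cellular ATP above 50% at 15 µg/ml in the first screen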;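 further: cell death triggered by about 15 µM thapsigargin; ATP read 24 h after thapsigargin was added; plate controls were thapsigargin with DMSO for no effect and DMSO without thapsigargin for full effect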
Numbers without * were called inactive. Only part of the results is shown (hit frequency here may not be typical).

SMILES | ER stress death
OC(CN1CCN(Cc2ccccc2)CC1)Cn1c2ccccc2c2ccccc21 (stereo unspecified) | -22.7
CCOC(=O)C1=C(C)N=c2s/c(=C\c3ccc(C(=O)O)cc3)c(=O)n2C1c1ccc(OC)c(OC)c1 (stereo unspecified) | 12.1
CCC1=NN2C(=N)/C(=C/c3ccc(-c4ccc(C)c(Cl)c4)o3)C(=O)N=C2S1 | 6.1
Cc1ccc(NC(=O)c2ccc3ccccc3n2)cc1 | 3.3
CS(=O)(=O)N(CC(=O)N1CCCC1)c1cccc(Cl)c1 | 7.0
O=C(N/N=C/c1ccc(O)c(O)c1)c1cccc(F)c1 | 14.7
COc1cccc2cc(-c3nc(-c4ccc(Cl)cc4Cl)cs3)c(=O)oc12 | -4.3
Cc1cccc(C)c1NC(=O)COc1ccc(Cl)cc1Cl | -1.7
O=C(c1ccc(C#Cc2ccccc2)cc1)N1CCN(c2ccccn2)CC1 | 8.5
COC(=O)c1c(C)oc2ccc(OCc3cccc(Cl)c3)cc12 | 2.5
N/C(=N\OC(=O)c1cccc(Br)c1)c1ccc(Cl)cc1 | 4.0
CS(=O)(=O)NCCCCNc1ccc(C(F)(F)F)cc1[N+](=O)[O-] | -0.1
c1ccc(Oc2cccc(CN3CCN(C4CCCC4)CC3)c2)cc1 | -0.6
COc1cc(OC)c(/C=C2\C(=O)NC(=S)N(c3ccc(C)cc3)C2=O)cc1Br | 13.3
COc1cc(C2NC(=O)N(C)C(C)=C2C(=O)OCc2ccccc2)cc(Br)c1O (stereo unspecified) | 12.5
COc1ccc(/C=C/C(=O)NC(=S)NCc2ccccc2)cc1OC | 2.6
COc1ccccc1CC(=O)Nc1nccs1 | 11.4
O=C1CC(c2ccc(OC(F)(F)F)cc2)c2ccc3ccccc3c2N1 (stereo unspecified) | 5.5
OC1(C(F)(F)F)CC(c2ccccc2)=NO1 (stereo unspecified) | 2.4
CCN(CC)c1ccc(C2C(C(=O)OC(C)C)C(=O)CC(C)(O)C2C(=O)OC(C)C)cc1 (stereo unspecified) | 2.8
CC1=C(C(=O)Nc2ccc(Cl)cc2)C(c2ccc([N+](=O)[O-])cc2)NC(=S)N1 (stereo unspecified) | -1.0
CCc1ccc(C(=O)/C=C/c2cccc([N+](=O)[O-])c2)cc1 | 1.6
Cc1ccc2nc(-c3cccc(NC(=S)NC(=O)c4ccco4)c3)oc2c1 | 0.8
COc1ccc(CN2CC=C(Cc3ccccc3)CC2)cc1 | -18.3
CCc1ccc(NC(=O)COc2ccc(C)c(C)c2)cc1 | 4.1

Rewritten with tabs: 15 of the compounds above
structure	ER stress death
OC(CN1CCN(Cc2ccccc2)CC1)Cn1c2ccccc2c2ccccc21 (stereo unspecified)	-22.7
CCOC(=O)C1=C(C)N=c2s/c(=C\c3ccc(C(=O)O)cc3)c(=O)n2C1c1ccc(OC)c(OC)c1 (stereo unspecified)	12.1
CCC1=NN2C(=N)/C(=C/c3ccc(-c4ccc(C)c(Cl)c4)o3)C(=O)N=C2S1	6.1
Cc1ccc(NC(=O)c2ccc3ccccc3n2)cc1	3.3
CS(=O)(=O)N(CC(=O)N1CCCC1)c1cccc(Cl)c1	7.0
O=C(N/N=C/c1ccc(O)c(O)c1)c1cccc(F)c1	14.7
COc1cccc2cc(-c3nc(-c4ccc(Cl)cc4Cl)cs3)c(=O)oc12	-4.3
Cc1cccc(C)c1NC(=O)COc1ccc(Cl)cc1Cl	-1.7
O=C(c1ccc(C#Cc2ccccc2)cc1)N1CCN(c2ccccn2)CC1	8.5
COC(=O)c1c(C)oc2ccc(OCc3cccc(Cl)c3)cc12	2.5
N/C(=N\OC(=O)c1cccc(Br)c1)c1ccc(Cl)cc1	4.0
CS(=O)(=O)NCCCCNc1ccc(C(F)(F)F)cc1[N+](=O)[O-]	-0.1
c1ccc(Oc2cccc(CN3CCN(C4CCCC4)CC3)c2)cc1	-0.6
COc1cc(OC)c(/C=C2\C(=O)NC(=S)N(c3ccc(C)cc3)C2=O)cc1Br	13.3
COc1cc(C2NC(=O)N(C)C(C)=C2C(=O)OCc2ccccc2)cc(Br)c1O (stereo unspecified)	12.5

(continued)
SMILES | ER stress death
O=C(Nc1ccccc1)Nc1nnc(-c2ccccc2)s1 | 1.9
CCOc1ccc(S(=O)(=O)N(CC(=O)NC2CCCCC2)c2ccc(C)cc2)cc1 | 9.3
COc1c(O)ccc(/C=N/NC(=O)c2cccnc2)c1[N+](=O)[O-] | 12.0
COc1ccccc1OCC(=O)Nc1cccc(C(=O)O)c1 | 4.9
CCOc1c(Br)cc(/C=C2\C(=O)NC(=O)N(c3cccc(C)c3)C2=O)cc1OC | -0.8
Fc1ccc(-c2nc(-c3cccnc3)no2)cc1 | -4.4
O=C1NC(=Nc2ccc(Cl)cc2)SC1Cc1cccc(C(F)(F)F)c1 (stereo unspecified) | 9.2
COc1ccc(N(CC(=O)NC(C)c2ccccc2)S(C)(=O)=O)cc1 (stereo unspecified) | 0.4
COc1ccc(C(=O)NCCc2cccc(Cl)c2)cc1OC | 1.7
CCCC1CCC(c2ccc(OCC)cc2)=CC1=O (stereo unspecified) | 5.5
Cc1ccc(OCC(=O)Nc2ccccc2O)c(C)c1 | -0.4
COc1ccc(OC)c(/C=C2/SC(=O)N(CNc3ccc(Br)cc3C)C2=O)c1 | 10.8
CCOC(=O)c1ccc(NC(=O)Nc2nc(-c3ccccc3)cs2)cc1 | 7.7
COc1ccc(C(OC(=O)NC(O)C(Cl)(Cl)Cl)P(=O)(OC(C)C)OC(C)C)cc1 (stereo unspecified) | 1.6
COCCOC(=O)C1=C(C)NC2=C(C(=O)CCC2)C1c1ccc(Cl)cc1Cl (stereo unspecified) | 8.3
O=[N+]([O-])c1cc2c(cc1/C=N/NS(=O)(=O)c1ccccc1)OCO2 | 6.2
O=C(/C=C/c1ccco1)Nc1ccc(O)cc1C(=O)O | 0.4
O=C1/C(=C/c2cccc(Br)c2)SC(=S)N1CCCC(=O)N1CCCc2ccccc21 | 8.2
Cc1ccccc1N1C(=O)c2ccc(-c3nc4ccccc4c(=O)o3)cc2C1=O | 1.0
CCN(CC)S(=O)(=O)c1cc(C(=O)Nc2cccc(C(=O)O)c2)ccc1C | -5.6
CCOC(=O)/C(C#N)=C\c1ccc(-c2ccc(Cl)cc2)o1 | 1.4
Cn1cc(/C=C2/SC(=S)N(c3ccccc3)C2=O)c2ccccc21 | 6.8
O=C(N/N=C/c1ccco1)c1cc(-c2cccc([N+](=O)[O-])c2)n[nH]1 | -0.6
Cc1sc2ncnc(N3CCCCCC3)c2c1C | -4.3
Cc1ccc(NC(=O)C(=O)/C=C(/O)c2ccc(Br)cc2)cc1 | -6.3

Copied from the list:
`CCOc1c(Br)cc(/C=C2\C(=O)NC(=O)N(c3cccc(C)c3)C2=O)cc1OC` in ER stress death has -0.8
`O=[N+]([O-])c1cc2c(cc1/C=N/NS(=O)(=O)c1ccccc1)OCO2` in ER stress death has 6.2

Continuation:
SMILES | ER stress death
COc1ccc(Br)cc1/C=C/C(=O)c1ccc(Cl)cc1 | 6.7
COc1cc(OC)c(OC)cc1/C=C/c1cc(C(F)(F)F)[nH]c(=O)n1 | -0.2
O=C(c1ccccc1O)N(Cc1ccccc1)c1ccccn1 | 5.7
COc1cccc(/C=C(\C#N)C(=O)Nc2ccc(C)c(Cl)c2)c1O | 10.4
O=c1[nH]c(/C=C/c2ccccc2O)c([N+](=O)[O-])c(=O)[nH]1 | 3.4
Oc1cccc(Nc2nc(-c3ccc(Br)cc3)cs2)c1 | -1.2
O=C1NC(=O)N(c2ccccc2)C(=O)/C1=C\c1cccc(Br)c1 | 1.8
COc1ccc(C(=O)Nc2ccc(S(=O)(=O)NC(C)=O)cc2)cc1OC | 7.0
O=C1C(=O)N(Cc2cccnc2)C(c2cccc(F)c2)/C1=C(\O)c1ccccc1 (stereo unspecified) | 7.6
Nc1nnc(SCC(=O)Nc2ccccc2Oc2ccccc2)s1 | 10.5
CCOc1ccc(NC(=O)c2ccc3ccccc3n2)cc1 | -1.4
CCN1C(=O)/C(=c2/s/c(=C3\C=Cc4ccccc4N3CC)c(=O)n2CC)SC1=S | 2.7
CCOC(=O)C1=NNC2C(=O)N(c3ccc(C)cc3C)C(=O)C12 (stereo unspecified) | 8.7
CCOC(=O)/C=C/c1cc(C(=O)OCC)c(/C=C/C(=O)OCC)cc1C(=O)OCC | 10.6
COc1ccc(NC(=O)C(=O)NCC(C)C)cc1Cl | 6.6
O=C(COc1ccc(/C=N/NS(=O)(=O)c2ccccc2)cc1)NCCc1ccccc1 | 4.0
COc1cc(/C=C/c2cc(C(F)(F)F)[nH]c(=O)n2)ccc1O | 23.8
COc1ccc(-c2nnc(Nc3ccc4c(c3)nc(C)n4C)c3ccccc23)cc1 | -7.0
Cc1cccc(C(=O)Nc2cccc3c2CCCC3)c1 | 5.8
O=C(Oc1ccc2c(C(F)(F)F)cc(=O)oc2c1)c1ccccc1 | 11.9
O=C(NCCc1ccc(F)cc1)C(=O)Nc1cccc(C(F)(F)F)c1 | 4.5
COc1ccccc1OCC(=O)N/N=C/c1ccccc1Sc1ccccc1 | -6.7
CC1=C(C(=O)OCCc2ccccc2)C(c2cccs2)NC(=O)N1 (stereo unspecified) | -4.4
O=C(NN1CCOCC1)c1sc2ccccc2c1Cl | 7.3
Cc1cc(OCC(=O)Nc2ccc(I)cc2Cl)ccc1Cl | 3.2
Remaining list, next part:
SMILES | ER stress death
O=C(COc1ccc(Cl)cc1)N1CCN(C(=O)c2ccc(-c3ccccc3)cc2)CC1 | 45.0
Cc1cc(=O)oc2cc(OCc3cccc(Cl)c3)c(Cl)cc12 | 10.4
CCC(=O)Oc1ccc2c(C)c(Cl)c(=O)oc2c1 | -4.6
O=S(=O)(Nc1ccc(Nc2ccccc2)cc1)c1ccc2ccccc2c1 | 0.7
COC(=O)c1c(NC(=O)CCC2CCCC2)sc2c1CCC2 | 6.3
CC(=O)C1C(c2ccc(N(C)C)cc2)c2c(noc2C)CC1(C)O (stereo unspecified) | -5.2
O=C(CCNc1n[nH]c(=O)[nH]c1=O)N/N=C/c1c[nH]c2ccccc12 | -8.2
Cc1cccc(NC(=O)c2ccc3ccccc3n2)c1 | -0.5
Cc1cc(OCC(=O)NCc2ccccc2)cc(C)c1Cl | 0.8
COc1ccc(OC)c(C2/C(=C(\O)c3ccccc3)C(=O)C(=O)N2CCCC(=O)O)c1 (stereo unspecified) | 10.0
CCOC(=O)c1oc2ccc(C=NCc3ccccc3)c(Cl)c2c1C | 3.7
COc1cc(OC)cc(C(=O)Nc2sc3c(c2C(N)=O)CCC(C)C3)c1 (stereo unspecified) | -1.2
CCCCN(CC)Cc1c(O)ccc2c(-c3ccccc3)cc(=O)oc12 | 0.4
O=C(c1ccco1)c1coc2ccc(Cl)cc2c1=O | -0.4
COc1ccc(C(O)c2cnc(C(C)C)n2C)cc1OC (stereo unspecified) | -0.7
O=C(Nc1ccc(Cl)c(Cl)c1)Nc1nnc(CSCc2ccccc2)s1 | 5.9
Cc1ccccc1N=Cc1c(O)n(-c2ccccc2Cl)c(=O)[nH]c1=O | 17.7
Cc1ccccc1-n1c(O)c(C=NCCCn2ccnc2)c(=O)[nH]c1=O | 2.2
O=C(NCCCNc1ccc(C(F)(F)F)cc1[N+](=O)[O-])c1cc(F)c(F)cc1Cl | 8.3
COc1cc(C=O)ccc1OCCSc1ccc(C)cc1 | 4.0
CSc1nc2ccc(NC(=O)c3ccc(Br)cc3F)cc2s1 | -2.5
C=CCN1C(=O)/C(=C\c2ccc(OCc3ccc(Br)cc3)c(OC)c2)SC1=S | 2.4
Cc1ccc(C(=O)Nc2c(C(=O)NCc3ccco3)cnn2-c2ccccc2)cc1 | 8.9
O=C(CSc1nnc(-c2ccc(Br)cc2)o1)NCc1ccccc1 | 12.9
CN1C(=O)/C(=C\c2cc(Cl)ccc2OCc2ccc(F)cc2)SC1=S | 10.0
Following part.
SMILES | ER stress death
Cc1cc2nn(-c3ccccc3)nc2cc1NC(=O)c1ccc(Br)cc1 | 0.4
Cc1c(OCC(=O)OCc2ccccc2)ccc2c3c(c(=O)oc12)CCCC3 | 2.1
Cc1cccc(OCCn2cc(/C=C3/SC(=S)N(C)C3=O)c3ccccc32)c1 | 2.5
COc1ccc(CNCc2cccc(Cl)c2)cc1OC | -6.7
CCOC(=O)COc1ccc(/C=c2/sc3nc4cc(C)c(C)cc4n3c2=O)cc1OC | 4.4
COC(=O)c1c(C)oc2cc(Br)c(O)cc12 | 3.3
Cc1cc(N2C(=O)c3ccc(S(=O)(=O)c4ccc(C(=O)O)cc4)cc3C2=O)ccc1[N+](=O)[O-] | 4.3
CC1CCc2c(sc(NC(=O)c3ccc(Br)cc3)c2C#N)C1 (stereo unspecified) | 2.6
CC1CC(C)(C)CC2(C1)NC(=S)N(c1ccccc1)N2 (stereo unspecified) | 4.4
COc1ccc(N2C(=O)CC(NC3CCCCC3)C2=O)cc1 (stereo unspecified) | -1.9
O=C(Nc1cccc(Br)c1)C1CC1 | 4.7
O=[N+]([O-])c1ccc(S(=O)(=O)N2CCSC2c2ccc3c4c(cccc24)CC3)cc1 (stereo unspecified) | 15.2
O=C(/C=C/Nc1ccccc1NS(=O)(=O)Cc1ccccc1)c1ccc2c(c1)OCO2 | 1.2
S=c1[nH]nc(-c2ccccc2)n1/N=C/c1ccc2c(c1)OCO2 | 7.3
CC(C)CCOc1cccc(C(=O)Nc2ccc(Cl)c(NC(=O)c3ccccc3)c2)c1 | -3.2
Cc1ccc(OCC(=O)Nc2ccccc2C(F)(F)F)c(C)c1 | 7.5
COc1c2c(nc3ccccc13)OC(C(C)(O)COC(C)=O)C2 (stereo unspecified) | 4.9
CCOC(=O)C1=C(C)N(CCOC)C(=O)/C1=C\c1sccc1C | 3.0
COc1ccc(C(=O)NN=C2CCN(Cc3ccccc3)CC2)cc1OC | 7.7
O=C(O)CCCCCN1C(=O)C(O)=C(C(=O)/C=C/c2ccccc2)C1c1ccc(F)cc1 (stereo unspecified) | -8.5
O=C(CN(c1ccccc1)S(=O)(=O)c1ccccc1[N+](=O)[O-])N1CCOCC1 | 5.7
CC(=O)Oc1cccc(Oc2ccc([N+](=O)[O-])cc2)c1 | 8.4
C=CCN(CC=C)C(=O)C(C)Oc1ccccc1 (stereo unspecified) | 5.3
Cc1cc(C)cc(OCCCc2c(C)n[nH]c2C)c1 | -26.7
COc1ccc(N(CC(=O)Nc2cccc(Br)c2)S(=O)(=O)c2ccccc2)cc1Cl | 6.2
